# Screening data (PubChem BioAssay)
# Menin-MLL TR inh: qHTS Assay for Inhibitors Targeting the Menin-MLL Interaction in MLL Related Leukemias: Competition With Texas Red Labeled MLL-derived Mutant Peptide. Menin + Texas Red MLL mutant peptide, fluorescence polarization. Potency, µM (highest dose often 61.6 µM), for the others: at the top dose FP activity change, negative = inhibition, usual class: inhibitors. 0.23% of 270,000 active. AID 1768, 2009; active = well fitted inhibition curve with a large enough effect in the polarisation, with a control signal flat, not every such curve was filed as active; inconclusive = small, poorly fitted or top-dose-only effect, or effect the other way, or a change in a side signal; inactive = no such curve, though single readings can be large or run the other way; the % refers to the polarisation; note: potency is the fitted concentration of half-maximal effect; % of control where 0% means no effect; many of its hits are not listed in these tables
# Target sequence (O00255 whole entry, looked up): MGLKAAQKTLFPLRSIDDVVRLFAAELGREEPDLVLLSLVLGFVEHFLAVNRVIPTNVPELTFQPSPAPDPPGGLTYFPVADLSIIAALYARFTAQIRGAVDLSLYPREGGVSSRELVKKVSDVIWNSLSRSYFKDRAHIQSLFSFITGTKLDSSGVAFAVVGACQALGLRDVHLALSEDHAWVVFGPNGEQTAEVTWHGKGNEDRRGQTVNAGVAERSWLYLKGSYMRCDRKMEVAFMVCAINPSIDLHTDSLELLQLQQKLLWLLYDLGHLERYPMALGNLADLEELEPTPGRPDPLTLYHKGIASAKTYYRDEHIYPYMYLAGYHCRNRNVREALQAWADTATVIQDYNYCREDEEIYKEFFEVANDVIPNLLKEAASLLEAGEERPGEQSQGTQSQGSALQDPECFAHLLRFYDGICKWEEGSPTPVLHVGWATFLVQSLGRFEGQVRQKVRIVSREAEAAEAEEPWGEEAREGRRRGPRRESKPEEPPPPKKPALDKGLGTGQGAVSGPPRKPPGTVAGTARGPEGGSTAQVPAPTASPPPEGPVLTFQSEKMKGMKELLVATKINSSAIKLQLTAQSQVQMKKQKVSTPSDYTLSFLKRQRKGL
# Integrin act MD: qHTS for Activators of Integrin-Mediated Alleviation for Muscular Dystrophy. alpha7betagal myoblasts, beta-gal FDG fluorescence, 48 h. Potency, µM (titrated, usually from 38.3 µM), inactives show at the highest dose activation, hits mostly activators. 0.064% of 350,000 active;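 note: potency is the fitted concentration of half-maximal effect; 100% = response of the positive control SU9516; nearly all actives have a fitted effect of over 60% in size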
#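 alpha7betagal+/- myoblasts (passage 13, 250/well) treated 48 h at 37C with compounds at 1:260 dilution of DMSO stock. Lysed, then beta-galactosidase activity read as FDG fluorescence (ex 480/em 540) after 30 min, with pre-read for autofluorescence.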
# Giardia kill: Small Molecules that selectively kill Giardia lamblia: qHTS. Giardia lamblia trophozoite viability. activity change, % at 7.66 µM, hits read low. 0.15% of 340,000 active. AID 540267, 2011; in the data active = activity change below about -80%; inconclusive = between about -30% and that limit;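 note: parasites exposed to compound for two days anaerobically before the ATP read; % is set by controls: 0 for no effect and ±100 for the full control effect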
#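 ATP-content bioluminescence gauges trophozoite survival. Cells (100/well) receive compound and incubate anaerobically for 48 hrs at 37 deg C; detection reagent follows for 15-30 min at room temperature.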
# GALK inh: qHTS Assay for Inhibitors of Human Galactokinase (GALK); 0.007% of 270,000 active; Purified GALK, Kinase-Glo residual ATP luminescence; Potency, µM (doses to about 57.5 µM), for inactives: top-dose activity change, negative = inhibition, most hits filed as inhibitors; AID 1868, 2009; P51570; note: potency is the fitted concentration of half-maximal effect; % is set by controls: 0 for no effect and ±100 for the full control effect
# Target sequence (P51570 whole entry, looked up): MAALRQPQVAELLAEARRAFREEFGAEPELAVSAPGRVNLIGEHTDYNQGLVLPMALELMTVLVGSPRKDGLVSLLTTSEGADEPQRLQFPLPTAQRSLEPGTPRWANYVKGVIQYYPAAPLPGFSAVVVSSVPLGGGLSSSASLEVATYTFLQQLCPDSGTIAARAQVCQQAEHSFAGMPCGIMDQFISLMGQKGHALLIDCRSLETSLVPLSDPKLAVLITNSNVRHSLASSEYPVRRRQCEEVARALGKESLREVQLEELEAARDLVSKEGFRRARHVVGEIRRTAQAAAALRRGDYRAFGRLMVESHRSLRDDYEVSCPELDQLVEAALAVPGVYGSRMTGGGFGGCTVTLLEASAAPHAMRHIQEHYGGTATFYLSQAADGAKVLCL
#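 Human GALK (5 nM) with 35 uM ATP and 100 uM galactose in 20 mM HEPES pH 8.0, 5 mM MgCl2, 60 mM NaCl, 1 mM DTT, 0.01% BSA. After 1 h at room temperature, leftover ATP was read by Kinase-Glo Plus luminescence.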
# TSG101-PTAP inh: qHTS Assay for Iinhibitors of HIV-1 Budding by Blocking the Interaction of PTAP/TSG101; Tumor susceptibility gene 101 protein (Homo sapiens), Q99816; 340,000 tested, under 10 active; Potency, µM (titrated, usually from 115 µM), for inactives: at the highest dose activity change, negative = inhibition, hits mostly inhibitors; AID 493005, 2010; Fluorescence polarization, FITC-PTAP peptide / Tsg101 binding; active = well fitted inhibition curve with a large enough effect in the main read-out, with a control signal flat, not every such curve was filed as active; inconclusive = small, poorly fitted or top-dose-only effect, or effect the other way, or a change in a side signal; inactive = no such curve, though single readings can be large or run the other way; note: potency is the fitted concentration of half-maximal effect; % of control where 0% means no effect
#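 Fluorescence anisotropy tracks displacement of a FITC-tagged PTAP peptide (50 nM) from the Tsg101 binding domain (10 uM), following a 20 min room-temperature incubation at pH 7.5.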
# PKM2 act: qHTS Assay for Activators of Human Muscle isoform 2 Pyruvate Kinase | Pyruvate kinase PKM (Homo sapiens), P14618 | purified PKM2, Kinase-Glo ATP luminescence, activation; response scale: 0% is enzyme alone, no compound | Potency, µM (highest dose often 57.5 µM), inactives show at the top dose activation, usual class: activators | 0.34% of 260,000 active; note: potency is the fitted concentration of half-maximal effect; % is set by controls: 0 for no effect and ±100 for the full control effect; nearly all actives have a fitted effect of over 55% in size
#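 hPK-M2, >95% pure; 0.1 mM ADP / 0.5 mM PEP final; imidazole pH7.2 buffer w/ 7 mM MgCl2, 50 mM KCl; 1 h RT; Kinase-Glo lum. Intermediate enzyme activity for dual inhibitor/activator qHTS.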
# Tb PFK block: qHTS Assay to Find Inhibitors of T. brucei phosphofructokinase; Potency, µM (titrated, usually from 57.5 µM), for the others: at the highest dose activity, negative = inhibition, actives largely listed as inhibitors; T. brucei PFK, ADP-Glo luminescence; 0.17% of 330,000 active;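 note: potency is the fitted concentration of half-maximal effect; 0% = uninhibited 1x PFK enzyme wells and -100% = no-enzyme wells; nearly all actives have a fitted effect of over 60% in size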
#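 Compounds were pin-transferred as a titration series up to 57 uM into substrate buffer (0.5 mM F6P, 0.1 mM ATP, pH 8.0), then 1.25 nM PFK was added and reactions ran 45 min before ADP-Glo detection.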
# ASM inhibitor: Inhibitors of Secretory Acid Sphingomyelinase (S-ASM): qHTS; Sphingomyelin phosphodiesterase (Homo sapiens), P17405; Potency, µM (highest dose often 57.5 µM), without a hit: top-dose activity change, negative = inhibition, actives largely listed as inhibitors; 0.006% of 340,000 active; AID 504937, 2011; placental ASM, HMU-PC fluorogenic substrate, 60 min; note: potency is the fitted concentration of half-maximal effect
#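 Fluorogenic HMU-PC substrate (9 uM final) is turned over by placental ASM in 60 min at 37 C after a 10 min compound preincubation. Reaction ended by alkaline stop (pH 10), with fluorescence read at 386/447 nm.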
# B2AR arrestin: qHTS assay of beta-arrestin-biased ligands of beta2-adrenergic receptor | Beta-2 adrenergic receptor (Homo sapiens), P07550 | beta-arrestin recruitment to beta2AR, cell-based reporter | Potency, µM (highest dose often 46.1 µM), for the others: at the top dose activation, actives largely listed as activators | 0.02% of 330,000 active | AID 492947, 2010;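 note: potency is the fitted concentration of half-maximal effect; 0% = DMSO controls and full agonism = EC100 isoproterenol or metaproterenol; nearly all actives have a fitted effect of over 65% in size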
# BCR signal inh: qHTS Assay to Find Inhibitors of Chronic Active B-Cell Receptor Signaling | 0.05% of 340,000 active | Potency, µM (series often up to 46.1 µM), inactives show at the highest dose ratio change, negative = lower green/red ratio, most hits filed as inhibitors | AID 493014, 2011 | ABC-DLBCL IkBa-CBG/CBR reporter, luminescence ratio, 4 h; active = well fitted inhibition curve with a large enough effect in the signal ratio, with a control signal flat, not every such curve was filed as active; inconclusive = small, poorly fitted or top-dose-only effect, or effect the other way, or a change in a side signal; the % refers to the signal ratio;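 note: potency is the fitted concentration of half-maximal effect; plate controls were basal doxycycline-induced cells for no effect and cells given 10 µM MG132 for full effect; MG132 reads +100%, hits lower the ratio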
#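 Cell line TMD8 (human ABC DLBCL), stably expressing tet-inducible CBG68-IkBa fusion and CBR; IMDM/0.5% FBS; cpd up to 46 uM; dox induction, 4 h, 37C/5% CO2; dual luminescence; green/red ratio; MG132 control.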
# Coupling enz: qHTS Assay for Inhibitors of Fructose-1,6-bisphosphate Aldolase from Giardia Lamblia: Coupling assay counterscreen | coupling enzyme system counterscreen, AmpLite Red fluorescence | activity change, negative = inhibition, % at 58.2 µM, hits read low | 0.67% of 290,000 active; in the data active = activity change below about -30%; note: % is set by controls: 0 for no effect and ±100 for the full control effect
#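 Coupling enzymes only (glyceraldehyde-3-phosphate) + compound, at 57.5 uM final, 10 min RT; add substrate/coupling/AmpLite Red mix, 20 min RT; fluorescence ex 525/em 598 nm. Actives flag coupling-system interference.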
# Starred values were filed as active, the others as inactive; ? = inconclusive; / = not tested or not shown; [ ] = remark or other dose. Unless noted, calls come from the whole dose curve; as a rule, active = well fitted curve in the direction sought with a large enough effect; inconclusive = small, poorly fitted or top-dose-only effect, or another doubt; inactive = no such curve, though single readings can be large; an effect the other way counts as inactive or inconclusive. Not all compounds are listed. The share of hits here may be higher or lower than overall.
SMILES,Menin-MLL TR inh,Integrin act MD,Giardia kill,GALK inh,TSG101-PTAP inh,PKM2 act,Tb PFK block,ASM inhibitor,B2AR arrestin,BCR signal inh,Coupling enz
COc1ccc(N(CC(=O)N2CCC(Cc3ccccc3)CC2)S(C)(=O)=O)cc1,?,-28%,?,8%,0%,1%,7%,3%,-0.1%,?,3
CC1(C)Cc2noc(N)c2C(C)(C)N1O,-18%,18%,21,-2%,-9%,-11%,-6%,2%,0.0%,-2%,-9
CCCOc1c(Br)cc(C(N)=O)cc1OCC,?,4%,13,4%,-9%,-6%,-4%,-1%,0.4%,-1%,1
COc1cc2nc(C3CCC3)nc(N3CCN(c4ccccn4)CC3)c2cc1OC,-11%,13%,-14,/,1%,-4%,-3%,4%,-0.2%,?,1
Cc1ccc(OCCSc2nnc(C)c(=O)n2N)cc1,-9%,-15%,6,9%,-2%,0%,-1%,-6%,-0.1%,2%,-1
O=Cc1ccc(O)cc1O,3%,14%,11,/,-9%,1%,0%,3%,0.2%,6%,1
CCCn1c(NC(=O)CSCC(=O)Nc2cc(C)on2)nc2ccccc21,/,14%,-15,/,0%,/,-6%,10%,-0.1%,-11%,/
COc1ccccc1C(=O)NC(=S)Nc1ccc(NC(=O)c2cccs2)cc1,?,-3%,-5,-1%,-5%,-1%,1%,-14%,-1.6%,-7%,0
CCOC(=O)N1CCN(C(=O)CCc2c(C)nc3c(c(C)nn3-c3ccc(C)c(C)c3)c2C)CC1,-4%,-36%,2,0%,-6%,-5%,2%,-1%,-0.2%,?,1
COc1ccc(Cl)cc1N(CC(=O)NC1CC1)S(=O)(=O)c1ccc(C)c([N+](=O)[O-])c1,4%,-33%,0,-3%,-2%,3%,-7%,-1%,-0.5%,10%,0
CC(=O)c1sc(NC(=O)CS(=O)(=O)c2ccccc2)nc1C,/,24%,6,/,0%,/,5%,2%,0.1%,-4%,/
CC(SCc1cc(=O)n2c([nH]c3ccccc32)c1C#N)C(=O)O (stereo unspecified),-1%,-4%,-18,7%,-1%,-1%,-6%,147%[activator],-0.4%,?,-1
COc1ccc(N2CCN(C(=O)c3cc4cc(Cl)ccc4[nH]3)CC2)cc1,32µM*,0%,23,-2%,1%,/,4%,-24%,0.0%,?,4
O=C(NCCC(=O)N1CCC2(CC1)NCCc1[nH]cnc12)c1cccc(Br)c1,/,-5%,-9,5%,-1%,/,-3%,-2%,-0.2%,0%,/
O=C(CSc1ncn[nH]1)Nc1ccc(S(=O)(=O)Nc2ncccn2)cc1,4%,12%,13,1%,-6%,1%,0%,14%,0.0%,0%,2
CCOc1cc(N2CCOCC2)c(OCC)cc1NC(=O)Cc1ccc(OC)c(OC)c1,-17%,-24%,8,-1%,-8%,4%,2%,3%,-0.4%,-4%,-41*
O=C(Nc1nnc(-c2ccccc2)o1)Nc1ccccc1Cl,4%,2%,1,-2%,-8%,-24%,0%,2%,-0.7%,2%,0
CSc1ccc(S(=O)(=O)NCC(=O)OCC(=O)N(C)C2CCCCC2)cc1[N+](=O)[O-],/,6%,12,/,-2%,/,-8%,/,-0.1%,-2%,/
COc1ccc(C(=O)NC(Nc2ccccc2)C(Cl)(Cl)Cl)cc1 (stereo unspecified),?,1%,-10,-2%,-4%,2%,2%,-10%,-0.3%,3%,-5
Cc1ccc(C2C(N)C(=O)N2c2ccc(C)cc2)cc1 (stereo unspecified),?,-32%[inhibitor],1,/,-3%,/,-2%,-2%,-0.3%,3%,2
CC(=O)Nc1ccc(NC(=O)c2ccccc2N(Cc2ccccc2)S(C)(=O)=O)cc1,0%,-2%,-2,-1%,2%,0%[11.5 µM],-3%,8%,3.4%,1%,-4
O=C(NNc1nc(-c2ccccc2)cs1)c1ccccc1,25%,17%,-1,-2%,-2%,11%,-8%,4%,0.0%,?,-1
N#CC1=C2Nc3ccccc3N2C(=O)NC1(c1ccccc1)C(F)(F)F (stereo unspecified),/,-18%,18,-3%,-4%,1%,1%,-1%,0.3%,6%,2
O=C(Nc1ccccc1C(=O)O)c1cccc(S(=O)(=O)Nc2ccc(Br)cc2)c1,?,?,-17,-16%,-3%,-8%[11.5 µM],12%,4%,-0.3%,?,2
NC(=O)c1ccc[n+](CCC[n+]2cccc(C(N)=O)c2)c1,-10%,?,-20,12%,-9%,-5%,1%,2%,0.2%,8%,-6

# Remaining list, next part:
SMILES,Menin-MLL TR inh,Integrin act MD,Giardia kill,GALK inh,TSG101-PTAP inh,PKM2 act,Tb PFK block,ASM inhibitor,B2AR arrestin,BCR signal inh,Coupling enz
CCN(CC)CCOC(c1ccccc1)c1ccc(C)cc1 (stereo unspecified),-12%,-18%,5,1%,-5%,0%,1%,5%,0.5%,-5%,3
O=C(COC(=O)c1cc(S(=O)(=O)N2CCCCC2)ccc1N1CCOCC1)c1ccccc1,/,-5%,5,/,-3%,/,-1%,-4%,-0.4%,?,/
CC(C(=O)NC1CCCC1)N(Cc1ccco1)C(=O)c1snc(C(=O)NC2CCCC2)c1N (stereo unspecified),-20%,-18%,-2,0%,-7%,11%,-1%,257%[activator],0.2%,0%,-2
Cc1nc(SCC(=O)N2CC(=O)Nc3ccccc32)c2c(C)c(C)sc2n1,-6%,-10%,-7,0%,-21%,13µM*,12%,-5%,0.6%,?,-1
COC(=O)c1ccc(C2C(Oc3ccc(OC)cc3)C(=O)N2CCc2ccc(OC)c(OC)c2)cc1 (stereo unspecified),4%,2%,7,0%,-3%,-11%,0%,-1%,-0.3%,2%,1
O=C(COc1ccccc1Cl)N1CCc2ccccc2C1,-14%,-22%,11,1%,-2%,6%,0%,1%,-1.2%,5%,2
O=S(=O)(Nc1ccc(S(=O)(=O)Nc2ccccc2)cc1)c1ccccc1,?,12%,-12,-1%,-7%,?,-2%,-1%,0.3%,3%,4
Cc1noc(C(=O)NCc2ccc(F)cc2)c1Cl,-6%,5%,-13,1%,-1%,7%,-10%,5%,-0.7%,-7%,1
Cc1cc(-c2nnc(CCC(=O)N(C)Cc3ccsc3)o2)no1,13%,18%,14,4%,-2%,2%,-2%,2%,0.8%,8%,7
COc1cc2c(cc1OC)C(SC)=NC1(CCCC1)C2,-3%,-48%[inhibitor],2,1%,0%,8%,-24%,2%,0.3%,?,-4
COc1ccc(C(=O)c2nc3c(n2O)CCCC3)cc1OC,-1%,-5%,-6,2%,0%,0%,1%,-1%,0.2%,-1%,0
O=C(COc1ccccc1)NNC(=S)NC(=O)c1ccccc1,-14%,-15%,-8,14%,-1%,-1%,-6%,1%,0.1%,4%,3
CCOC(=O)c1sc2nc(C(C)C)c3c(c2c1N)CC(C)(C)OC3,9%,16%,15,5%,-3%,0%,1%,/,-0.2%,-5%,1
C=CCOc1c(Br)cc(CNc2ccc3[nH]c(=O)[nH]c3c2)cc1OCC,?,26%,11,4%,0%,3%,3%,-1%,-0.1%,-1%,-1
Cc1ccc(SCCC(=O)NC2CC2)cc1,2%,30%,1,4%,-2%,0%,-1%,-1%,-0.3%,0%,-1
CC1=C(C(=O)Nc2ccc(F)cc2)C(c2cccc(C)c2)n2nc(CCCO)nc2N1 (stereo unspecified),-4%,-9%,-1,1%,-8%,-6%,5%,4%,-0.7%,0%,-1
CCCCN=CC1=C(O)C(C(=O)OC)C(C)(C)CC1=O (stereo unspecified),6%,15%,1,0%,1%,4%,0%,1%,-0.2%,-2%,0
Cc1ccc(S(=O)(=O)N(C)c2ccc(N)cc2)cc1,1%,7%,-10,-2%,-2%,6%,1%,3%,-0.3%,-7%,-7
CC(C)(C)c1ccc(Cn2nnc3c(=O)[nH]c(C4CCCN(C(=O)Cc5cccs5)C4)nc32)cc1 (stereo unspecified),7%,6%,10,-4%,-1%,6%,0%,?,0.5%,?,4
